HMGR II inh – inhibitors of class II HMG-CoA reductase from Enterococcus faecalis | purified E. faecalis HMGR, NADPH absorbance 340 nm kinetic | hit rate 0.41% among 190,000 | inhibition, % at 10 µM;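 active = inhibition above a set limit, the median over all tested compounds plus 3 SD, cut at about 9.5% in these data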;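 also: enzyme runs in reverse so mevalonate oxidation gives rising NADPH absorbance; 0% = complete reaction with DMSO and 100% = background rate lacking mevalonate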
PPARg SRC-2 ag – agonists of SRC-2 recruitment by human PPARgamma | hit rate 0.34% among 200,000 | PPARgamma LBD-SRC-2 recruitment, biochemical | P37231 | AID 1032 | activation, % at 8 µM; in the data active = activation above about 22%;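 also: 0% = vehicle and 100% = reference agonist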
Target sequence (P37231 whole entry, looked up, the tested form may be a part): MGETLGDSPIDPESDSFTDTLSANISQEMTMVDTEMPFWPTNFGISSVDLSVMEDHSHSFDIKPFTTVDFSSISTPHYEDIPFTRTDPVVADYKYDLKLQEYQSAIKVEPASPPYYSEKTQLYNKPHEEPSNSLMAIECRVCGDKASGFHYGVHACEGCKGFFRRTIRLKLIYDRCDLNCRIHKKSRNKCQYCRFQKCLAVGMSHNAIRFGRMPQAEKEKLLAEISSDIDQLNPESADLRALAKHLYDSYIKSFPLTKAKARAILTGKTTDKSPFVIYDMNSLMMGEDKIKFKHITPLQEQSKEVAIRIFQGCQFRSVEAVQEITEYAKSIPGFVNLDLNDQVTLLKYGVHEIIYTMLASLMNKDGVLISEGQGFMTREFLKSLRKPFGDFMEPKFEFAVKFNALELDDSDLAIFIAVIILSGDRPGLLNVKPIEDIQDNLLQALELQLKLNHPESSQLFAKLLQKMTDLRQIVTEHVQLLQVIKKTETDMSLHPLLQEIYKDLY
PPARg SRC1 recr – PPARgamma-driven SRC-1 recruitment agonism; P37231; PPARgamma-SRC-1 coactivator recruitment biochemical assay; activation, % at 8 µM; hit rate 0.41% among 200,000; AID 631; in the data active = activation above about 19%;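 also: 0% = DMSO and 100% = reference agonist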
TNAP act hi DEA – activators of human TNAP at high phosphate acceptor concentration. P05186. purified TNAP, CDP-star luminescence, 1 M DEA, 30 min; hits give high values; 0 = EDTA background, 1 = DMSO-only activity. activation factor at 20 µM. 200,000 tested, under 10 active. AID 1136;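 active = activation factor at least 2 at 20 µM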
Target sequence (P05186 whole entry, looked up): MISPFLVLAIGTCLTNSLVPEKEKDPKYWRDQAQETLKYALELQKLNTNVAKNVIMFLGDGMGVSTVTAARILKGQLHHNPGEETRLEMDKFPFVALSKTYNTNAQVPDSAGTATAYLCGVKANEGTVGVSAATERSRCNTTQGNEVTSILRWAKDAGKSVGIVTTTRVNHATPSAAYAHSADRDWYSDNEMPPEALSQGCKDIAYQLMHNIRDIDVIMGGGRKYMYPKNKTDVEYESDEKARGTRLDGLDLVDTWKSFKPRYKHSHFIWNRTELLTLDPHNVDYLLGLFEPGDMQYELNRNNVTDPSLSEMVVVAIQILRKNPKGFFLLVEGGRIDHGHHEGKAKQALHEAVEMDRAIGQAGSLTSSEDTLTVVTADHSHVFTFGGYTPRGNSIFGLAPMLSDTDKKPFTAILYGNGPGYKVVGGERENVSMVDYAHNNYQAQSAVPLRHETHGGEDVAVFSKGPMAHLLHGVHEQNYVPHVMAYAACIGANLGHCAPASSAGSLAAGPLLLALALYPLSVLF
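Measured by: Luminescent substrate turnover signal | Test system: Human TNAP | Input: TNAP 1/800 final | Dosing: 20 µM single point | Schedule: 30 min, room temperature | Controls: EDTA wells as negative control, DMSO wells as positive control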
bIAP inhibitor – intestinal alkaline phosphatase (bovine) inhibition; purified bovine IAP, CDP-star luminescence, 30 min; inhibition, % at 20 µM; 190,000 tested, under 10 active;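 active = over 50% inhibition of intestinal alkaline phosphatase at 20 µM in the single-dose screen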
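System: purified bovine intestinal alkaline phosphatase (IAP) enzyme; Input: IAP diluted 1/65,000,000 in the well; Measured by: CDP-star luminescence signal; Compound dosing: 20 µM single dose; Incubation: 30 min reaction at room temperature.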
PPARg SRC3 recr – promotes SRC-3 coactivator recruitment by human PPARgamma; P37231; biochemical PPARgamma/SRC-3 coactivator recruitment assay; activation, % at 8 µM; hit rate 0.26% among 200,000; in the data active = activation above about 23%;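 also: 0% = DMSO and 100% = reference agonist; some compounds past the cut are filed as inactive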
TNAP inh hiacc – TNAP (human) inhibition, high acceptor; P05186; inhibition, % at 20 µM; hit rate 0.03% among 200,000; purified TNAP, CDP-star luminescence, 1 M DEA;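 active = over 50% inhibition of tissue-nonspecific alkaline phosphatase at 20 µM in the single-dose screen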;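 also: plate controls were DMSO wells for no effect and EDTA-quenched wells as full inhibition for full effect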
SRC2 TRFRET art – TR-FRET artefact, counter-screen to PPARgamma/SRC-2 agonist assay; hits give high values; TR-FRET ratio at 8 µM; hit rate 0.4% among 200,000; in the data active = TR-FRET ratio above about 2000; also: inactives centre near 1500
bIAP act – intestinal alkaline phosphatase (bovine) activation. activation factor at 20 µM. purified bovine IAP, CDP-star luminescence, 30 min; hits give high values; fold of DMSO-control signal, blank-subtracted. hit rate 0.17% among 200,000;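 active = activation factor of 2 or more at 20 µM, a signal rise over negative controls twice the positive control's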
TNAP inh noacc – TNAP (human) inhibition, acceptor-free conditions | inhibition, % at 20 µM | hit rate 0.26% among 200,000 | purified TNAP, CDP-star luminescence, 30 min | P05186;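 active = tissue-nonspecific alkaline phosphatase inhibition above about 50% at 20 µM in the single-dose screen, limit read from the data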;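 also: 0% = DMSO negative control and 100% = EDTA positive control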
An asterisk follows results filed as active; nt = not tested or not shown.

Under each structure – HMGR II inh	PPARg SRC-2 ag	PPARg SRC1 recr	TNAP act hi DEA	bIAP inhibitor	PPARg SRC3 recr	TNAP inh hiacc	SRC2 TRFRET art	bIAP act	TNAP inh noacc
> CN(C)CCNC(=O)C(=O)NCC1OCCCN1S(=O)(=O)c1cccs1 (stereo not drawn)
  2	5	0	1	3	-2	-1	1686	1	-4
> N#Cc1ccccc1S(=O)(=O)c1ccccc1C(=O)Nc1ccccc1
  -1	0	-3	1	3	2	-4	1639	1	-13
> O=C(CSc1nnc(SCC(=O)NCc2ccc3c(c2)OCO3)s1)NCc1ccc2c(c1)OCO2
  -2	1	0	1	-3	-10	3	1628	1	-7
> C=CCNC(=O)c1ccccc1NC(=O)c1ccc(Cl)c(S(=O)(=O)Nc2cccc(C)c2C)c1
  -5	10	7	1	nt	5	-4	1781	0.3	-4
> Fc1ccccc1Cn1c2[n+](c3ccc(C(F)(F)F)cc31)CCCCC2
  -5	13	5	1.1	13	3	-7	1516	0.9	-10
> CC(C)C(=O)Nc1oc(-c2ccccc2)cc1C#N
  2	4	7	1.1	5	-2	-7	1547	0.9	-14
> O=c1cc(C(F)(F)C(F)F)oc2ccccc12
  1	13	10	1	-2	3	2	1437	1	-5
> COc1ccc(Cn2nnnc2C(CC(C)C)N2CCC(C(N)=O)CC2)cc1 (stereo not drawn)
  -6	2	3	1	-23	2	-4	1717	1.2	-6
> N#Cc1c(N)nc2c(c1N)CC(CCl)O2 (stereo not drawn)
  3	5	-6	1.1	6	0	-5	1495	0.9	-1
> Cc1cc2cc(CN(CC3CCCO3)C(=S)Nc3ccccc3)c(=O)[nH]c2cc1C (stereo not drawn)
  -3	-8	-2	1	8	3	-4	1459	0.9	-4
> CC(C)c1ccc(NC(=O)C(c2ccccc2)N(Cc2ccco2)C(=O)CC2NC(=O)NC2=O)cc1 (stereo not drawn)
  -3	-8	-2	1	-12	2	3	1613	1.1	-1
> CC(=O)Nc1ccc(C2NC(=O)c3ccccc3O2)cc1 (stereo not drawn)
  1	-3	5	1.1	3	4	-7	1749	1	-6
> COc1ccc(S(=O)(=O)NC(CC(=O)N2CCc3ccccc32)c2ccco2)cc1 (stereo not drawn)
  -3	4	-2	1	9	9	-1	1584	0.9	-9
> Cc1cc(CCC(=O)O)c(C)cc1CCC(=O)O
  -3	-6	1	1.1	-2	-3	-7	1632	1	-11
> CN(c1ccc(C(=O)Nc2ccccc2Sc2ccccc2)cc1)S(C)(=O)=O
  -8	10	3	1	5	12	-2	1697	1	-6
> CN(c1ccccc1)S(=O)(=O)c1ccc(Cl)nc1
  -1	9	-3	1	11	1	2	1498	0.9	0
> O=C(Nc1ccccc1)Nc1cc(OCC(F)(F)F)cc(OCC(F)(F)F)c1
  -7	-1	-1	1.1	-4	6	-7	1731	1	-11
> Cc1onc(-c2ccccc2)c1C(=O)NNC(=S)NC(=O)c1ccc(Cl)cc1Cl
  2	-1	6	1	-5	1	-3	1491	1.1	-99
> CCOn1c(-n2nc(C)cc2C)nc2ccccc2c1=O
  -1	11	0	1	10	8	0	1421	0.9	-8
> O=C(/C(=C(/[O-])c1ccccc1)[n+]1ccccc1)c1ccc([N+](=O)[O-])cc1
  1	1	0	1	6	1	2	1408	0.9	1
> C/C(=N\Nc1ccc(F)cc1F)c1cccs1
  -4	5	9	1	-4	5	-5	1763	1	-20
> Cc1c(C(=O)NCc2ccco2)sc2nc(-c3ccccc3)cn12
  -4	1	10	1	14	7	-2	1663	0.9	-8
> Cc1nc(C)c(-c2csc(NCc3ccccc3)n2)s1
  0	-2	-1	1	-39	3	-1	1531	1.4	-8
> CCOC(=O)N1CCN(Cc2nc(Cc3cccc(F)c3)no2)CC1
  -5	-4	13	1.1	-1	1	-8	1717	1	-10
> COC(=O)COc1ccccc1C(N)=O
  3	16	4	1	8	10	-2	1576	0.9	-11
> Cc1cccc(S(=O)(=O)CC(=O)Nc2nc(-c3ccccc3)cs2)c1
  -8	4	4	1	5	10	-4	1424	0.9	-16
> CCc1c(C)nc2ncnn2c1N1CCC(C(=O)N2CCN(c3ccc(F)cc3)CC2)CC1
  6	-2	-6	1.1	-11	-5	-6	1432	1.1	-11
> C#CCOCCOCCOCCNc1nc(N2CCN(C(=O)[C@H](Cc3cc4ccccc4[nH]3)n3cc([C@@H](N)CC(C)C)nn3)CC2)nc(N2CCN(C(=O)[C@H](Cc3cc4ccccc4[nH]3)n3cc([C@@H](N)CC(C)C)nn3)CC2)n1
  -1	-9	0	1.3	-220	-4	-34	1321	3.2*	-210
> CN(C)S(=O)(=O)c1ccc(/C(O)=C2/C(=O)C(=O)N(Cc3cccnc3)C2c2cccs2)cc1 (stereo not drawn)
  -2	3	2	1	-2	1	-1	1466	1	-3
> O=C(c1ccc(Cl)c(S(=O)(=O)N2CCCC2)c1)N1CCN(c2ccccc2)CC1
  -7	-3	5	1	-6	3	-4	1571	1.1	-7
> O=C(CS(=O)(=O)Cc1ccccc1)Nc1ccc(Cl)cn1
  -6	-2	5	0.9	1	3	6	1410	1	2
> Cc1ccccc1-n1ncc2c(SCC(=O)N3c4ccccc4CC3C)ncnc21 (stereo not drawn)
  -6	6	2	1	-12	8	-2	1726	1.1	8
> COc1ccccc1NC(=O)c1sc2nc(Cc3ccccc3)cc(C(F)(F)F)c2c1N
  -8	-1	0	1	29	1	-2	1652	0.7	-9
> Fc1ccc2[nH]c3c(N4CCN(c5ccccc5)CC4)ncnc3c2c1
  -9	-2	-3	1	16	-4	-2	1462	0.8	-10
> CC1(C)N=C(N)N=C(N)N1c1ccc(F)cc1F
  -4	-3	-2	1.1	5	-7	-8	1497	0.9	-14
> Cc1ccc(NC=C(S(=O)(=O)c2ccccc2)S(=O)(=O)c2ccccc2)cc1
  -7	-5	-4	1.1	-7	-7	-6	1524	1.1	-8
> O=S(=O)(/N=C(/NS(=O)(=O)c1ccccc1)c1ccccc1)c1ccccc1
  0	-4	0	1	-7	2	-3	1719	1.1	1
> Cc1cccc(OCCOc2ccccc2C=C(C#N)C#N)c1
  0	-6	-7	1	8	-3	3	1559	0.9	-6
> C/C(Cn1nc([N+](=O)[O-])cc1C)=N\NC(=O)COc1ccccc1[N+](=O)[O-]
  -5	-2	-4	1	27	1	-1	1244	0.7	-13
> Cc1ccc(/C=C/C(=O)N2CCN(S(=O)(=O)c3c(C)c(C)cc(C)c3C)CC2)o1
  -7	8	3	1	12	2	1	1834	0.9	-6
> Cc1ccc(C(=O)Nc2ccccc2C(=O)O)cc1S(=O)(=O)NCc1ccccc1
  7	-5	-1	1	1	3	-2	1661	1	-3
> C=CCNCCCCOc1ccc(OCc2ccccc2)cc1
  -1	1	-5	1.1	0	0	-9	1647	1	-11
> C/C(=N\NC(=O)CCc1c[nH]c2ccccc12)c1ccc([N+](=O)[O-])cc1
  -7	-10	2	1	15	0	1	1490	0.9	-11
> O=C(CN(C(=O)CNS(=O)(=O)c1ccccc1)C1CCCC1)NCc1ccco1
  -1	nt	nt	1	0	nt	-4	nt	1	-12
> COc1cccc(C(=O)N(CN2CCCC2=O)c2cccc(Cl)c2)c1
  -6	7	6	1	-5	8	-3	1501	1.1	-10
> Cc1c(C)n(C(=O)CN2CCN(c3ccccc3)CC2)c2ccccc12
  -1	5	3	1.1	9	8	-6	1638	0.9	-13
> O=C(Nc1ccc(N2CCCC2)cc1)c1ccc([N+](=O)[O-])cc1Cl
  -3	1	-4	0.9	32	-4	6	1738	0.7	-22
> CCc1nnc(NC(=O)CC(CN(C)S(=O)(=O)c2ccccc2)c2ccccc2)s1 (stereo not drawn)
  -1	4	4	1	13	7	-1	1608	0.9	-9
> Cc1c(NC(=O)CSc2n[nH]c(=O)n2-c2ccccc2)c(=O)n(-c2ccccc2)n1C
  -4	-1	10	1	-2	1	-4	1780	1	0
> CCc1ccc(N2CC(C(=O)NCc3ccc4c(c3)OCO4)CC2=O)cc1 (stereo not drawn)
  0	-3	1	1.1	12	8	-7	1326	0.9	-21
> Cc1cc(C)c2nc(N3CCN(C)CC3)c(C#N)cc2c1
  -3	1	0	1.1	1	3	-7	1478	1	-8
> CC(C(=O)Nc1sccc1C(N)=O)N1C(=O)C2CC=CCC2C1=O (stereo not drawn)
  -2	15	10	1	11	2	-2	1699	0.9	-10
> O=C(c1ccccc1)N(Cc1ccc(F)cc1)C1CCS(=O)(=O)C1 (stereo not drawn)
  -2	7	13	1	-5	6	-3	1643	1.1	-8
> COC(=O)Cc1cn(-c2ncc(C(F)(F)F)cc2Cl)c2ccccc12
  -1	3	-5	1.1	-8	1	-5	1423	1.1	0
> COC(=O)C1C(O)=C(C=Nc2ccc3ccccc3c2)C(=O)CC1(C)C (stereo not drawn)
  2	-2	5	1.1	1	-2	-6	1756	1	-13
> CC(C)c1nnc(NC(=O)CN2C(=O)c3ccccc3C2=O)s1
  -4	3	5	1	-1	-3	2	1646	1	-3
> CCOC(=O)c1nc2nc(C)c(Cl)c(=O)n2[nH]1
  -4	5	3	1	-1	-3	-2	1420	1	3
> COc1ccccc1-c1ccc(SCc2cccc(C)c2)nn1
  2	10	3	1	18	4	-2	1686	0.8	-11
> CCCCOC(=O)c1ccc(Nc2ccc([N+](=O)[O-])cn2)cc1
  -2	-9	-3	1	-23	-2	0	1549	1.2	-6
> COc1ccccc1NC(=S)NC1CCC(CC2CCC(NC(=S)Nc3ccccc3OC)CC2)CC1 (stereo not drawn)
  -5	-5	-5	1.1	6	1	-8	1548	0.9	-46

Reformatted with bars between the fields: 4 of the compounds above.
Compound | HMGR II inh | PPARg SRC-2 ag | PPARg SRC1 recr | TNAP act hi DEA | bIAP inhibitor | PPARg SRC3 recr | TNAP inh hiacc | SRC2 TRFRET art | bIAP act | TNAP inh noacc
CCc1nnc(NC(=O)CC(CN(C)S(=O)(=O)c2ccccc2)c2ccccc2)s1 (stereo not drawn) | -1 | 4 | 4 | 1 | 13 | 7 | -1 | 1608 | 0.9 | -9
Cc1c(NC(=O)CSc2n[nH]c(=O)n2-c2ccccc2)c(=O)n(-c2ccccc2)n1C | -4 | -1 | 10 | 1 | -2 | 1 | -4 | 1780 | 1 | 0
CCc1ccc(N2CC(C(=O)NCc3ccc4c(c3)OCO4)CC2=O)cc1 (stereo not drawn) | 0 | -3 | 1 | 1.1 | 12 | 8 | -7 | 1326 | 0.9 | -21
Cc1cc(C)c2nc(N3CCN(C)CC3)c(C#N)cc2c1 | -3 | 1 | 0 | 1.1 | 1 | 3 | -7 | 1478 | 1 | -8

Additional records
Under each structure – HMGR II inh	PPARg SRC-2 ag	PPARg SRC1 recr	TNAP act hi DEA	bIAP inhibitor	PPARg SRC3 recr	TNAP inh hiacc	SRC2 TRFRET art	bIAP act	TNAP inh noacc
> CCC(CC)NC(=O)c1cc2c(C)nn(Cc3ccccc3Cl)c2s1
  1	5	2	1	3	-2	-5	1665	1	-7
> COc1c2c(nc3ccccc13)OC(C(C)(O)COC(C)=O)C2 (stereo not drawn)
  0	-8	8	1.1	1	4	-8	1464	1	-2
> O=C(O)c1cc([N+](=O)[O-])cc2c1nnn2O
  0	3	-1	0.8	34	6	22	1529	0.7	26
> Cc1ccc(NC(=O)/C(=C\c2cccc([N+](=O)[O-])c2)NC(=O)c2cccs2)cc1
  -1	7	-4	1	-3	7	0	1660	1	-5
> O=C(CSc1nc(-c2ccccc2)cc(=O)[nH]1)N1CCOCC1
  -6	5	-1	1	7	-1	-2	1580	0.9	-9
> O=C(NN=C1CCCCC1)NC1CCCCC1
  2	4	5	1	5	-1	1	1492	1	1

High-throughput results: PubChem, several laboratories
